From PubChem BioAssay
HGIII-sPLA2 inh: Blocks human group III sPLA2 activity. inhibition, % at 12.2 µM. 370,000 compounds, 0.56% hits. Q9NZ20. QFRET BODIPY PC-A2 liposome hydrolysis, fluorescence;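 active = inhibition above mean plus 3 SD of compounds lying within the high and low control bounds, cut at about 19% in these data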;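 also: 0% = median of test compound wells and 100% = no enzyme DMSO wells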
ssDAF12 agonist: activators of S. stercoralis DAF-12 nuclear receptor; HEK293 ssDAF-12/GRIP1 lit1-tk-luc reporter, luminescence; % of 3 µM dafachronic acid response; activation, % at 6.8 µM; 370,000 compounds, 1% hits;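 active = activation above the mean over all tested compounds plus 3 SD, cut at about 0.9% in these data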;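 also: 0% = DMSO-only wells and 100% = 3 µM delta7-dafachronic acid wells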
DAX1 inh-1: inhibits human nuclear receptor DAX1; P51843; HEK293 Gal4-DAX1 luciferase reporter, luminescence; inhibition, % at 6.75 µM; 340,000 compounds, 0.99% hits; AID 504766;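 active = inhibition above the mean over all tested compounds plus 3 SD, cut at about 4.2% in these data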;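 also: 0% = DAX1-transfected cells with DMSO and 100% = empty-vector control cells with DMSO; inhibition shows as a rise in luminescence from relieved DAX1 repression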
Target sequence (P51843 207-470 limits assumed): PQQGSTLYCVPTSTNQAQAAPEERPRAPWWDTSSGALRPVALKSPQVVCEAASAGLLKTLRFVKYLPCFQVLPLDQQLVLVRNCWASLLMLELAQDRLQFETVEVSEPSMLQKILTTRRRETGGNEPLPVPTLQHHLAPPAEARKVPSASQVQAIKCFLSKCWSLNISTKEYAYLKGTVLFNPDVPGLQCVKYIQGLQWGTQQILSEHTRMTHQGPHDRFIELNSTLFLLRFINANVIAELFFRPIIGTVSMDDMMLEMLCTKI
DAX1 inh-2: inhibitors of DAX1 repression of SF-1 activated StAR promoter; HEK293T StAR-luciferase reporter, SF-1/DAX-1 repression relief; inhibition, % at 6.8 µM; 370,000 compounds, 1.1% hits; AID 652010;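 active = inhibition above the mean over all tested compounds plus 3 SD, cut at about 3.6% in these data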;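 also: 0% = DAX-1 cells with DMSO and 100% = cells lacking DAX-1 with DMSO; higher inhibition means more luminescence from relief of DAX-1 repression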
GAA850 FXN act: frataxin GAA850 promoter activation | HEK293 lucGAA850 FXN promoter luciferase reporter, 24 h; percent of 10 µM SAHA response | 360,000 compounds, 0.56% hits | activation, % at 6 µM;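 active = activation above the average of all compounds screened plus 3 SD, cutoff fixed separately per campaign, cut at about 7.5% in these data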;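 also: 0% = DMSO wells and 100% = 10 µM SAHA wells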
hgDAF12 agonist: agonists of H. glycines DAF-12 nuclear receptor; HEK293 GAL4-hgDAF12 UAS-luciferase reporter, agonist luminescence; normalized to butyrate control; activation, % at 6.8 µM; 370,000 compounds, 1.8% hits; AID 687014;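 active = activation above a cutoff set at the mean of all screened compounds plus 3 SD, cut at about 10% in these data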;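 also: 0% = DMSO wells and 100% = sodium butyrate wells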
hcDAF-12 act: H. contortus DAF-12 activation, primary screen; HEK293 hcDAF-12 lit1-tk-luc reporter, luminescence; 0% DMSO, 100% Δ7-dafachronic acid; activation, % at 6.8 µM; 370,000 compounds, 1.4% hits;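 active = activation above the mean of all tested compounds plus 3 SD, cut at about 5.5% in these data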;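 also: 100% = response to 3 µM Δ7-dafachronic acid high control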
SMARCA2 act: increases SMARCA2 function in MMTV reporter cells; activation, % at 9.1 µM; 370,000 compounds, 1% hits; AID 652017; MG213 cells, MMTV-luciferase reporter, dexamethasone, overnight; in the data active = activation above about 7.8%;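 also: 0% = vehicle wells and 100% = reference activator wells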
NPR1 activator: GC-A (human) enzyme activation; P16066; HEK293 GC-A cells, cGMP TR-FRET, EC30 ANP; 0% at EC30 ANP, 100% saturating ANP; activation, % at 10 µM; 370,000 compounds, 0.14% hits; AID 1671463; in the data active = activation above about 40%
ADAM10 inh: inhibitors of human ADAM10; recombinant ADAM10, EDANS/DABCYL FRET peptide cleavage, 3 h; 370,000 compounds, 0.62% hits; AID 720582; inhibition, % at 7 µM; O14672;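 active = inhibition above a per-campaign cutoff equal to the mean of compounds falling between control-based bounds plus 3 SD, cut at about 20% in these data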;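 also: 0% = DMSO wells while the 100% control is not disclosed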
Target sequence (O14672 214-748 limits assumed): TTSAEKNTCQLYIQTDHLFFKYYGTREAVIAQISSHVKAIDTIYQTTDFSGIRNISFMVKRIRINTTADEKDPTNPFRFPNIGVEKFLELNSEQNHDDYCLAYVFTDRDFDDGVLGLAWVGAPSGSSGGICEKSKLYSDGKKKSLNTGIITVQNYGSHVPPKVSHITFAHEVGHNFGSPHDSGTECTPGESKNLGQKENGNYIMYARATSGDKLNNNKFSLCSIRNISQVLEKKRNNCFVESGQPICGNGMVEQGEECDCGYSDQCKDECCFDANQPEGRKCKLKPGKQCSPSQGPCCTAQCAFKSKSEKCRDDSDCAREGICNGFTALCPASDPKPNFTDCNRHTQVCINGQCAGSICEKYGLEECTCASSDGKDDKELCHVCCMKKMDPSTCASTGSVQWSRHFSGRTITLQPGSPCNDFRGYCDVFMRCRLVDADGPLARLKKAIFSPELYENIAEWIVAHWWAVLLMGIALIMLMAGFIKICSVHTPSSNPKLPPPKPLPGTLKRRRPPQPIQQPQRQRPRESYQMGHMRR
GC-B act: GC-B (human) receptor activation | activation, % at 10 µM | HEK293-GC-B cells, CNP EC30, cGMP TR-FRET; 0% at EC30 CNP, 100% saturating CNP | AID 1920062 | 370,000 compounds, 0.11% hits;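 active = activation at 10 µM reaching about 35% in either raw or pattern-adjusted values, limit read from the data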
The depositor's hits bear a star; i = inactive; · = not tested or not shown. Outcome played no part in choosing rows, and some 6.6% of all compounds hit somewhere here.

Order of values – DAX1 inh-1 | GC-B act | GAA850 FXN act | NPR1 activator | DAX1 inh-2 | hcDAF-12 act | HGIII-sPLA2 inh | SMARCA2 act | hgDAF12 agonist | ADAM10 inh | ssDAF12 agonist
CC(C(=O)Nc1ccc([N+](=O)[O-])cc1Cl)N1CCN(S(=O)(=O)c2cccs2)CC1 (stereo not given)
→ 1.4 | -1 | 1.9 | -6 | -1.1 | -0.1 | 2 | -2 | 1.1 | -9 | -1.2
COCCNC(=O)/C(C#N)=C/c1ccc(C)o1
→ · | 3 | 3.8 | 1 | 0.8 | -1.9 | 5 | 0 | 0.6 | 3 | -0.7
CN(C)S(=O)(=O)c1ccc(C(=O)NCC2(N3CCOCC3)CCCCC2)cc1
→ 0.0 | -1 | 2.1 | -1 | 3.5 | -0.9 | 5 | -1 | -0.5 | -6 | -1.1
O=C(CCc1nnc2ccc(NCc3ccccc3Cl)nn12)NC1CCCCC1
→ 0.2 | -4 | -0.2 | -3 | 0.7 | -1.0 | 0 | 4 | 3.2 | 7 | -1.0
CC1CCN(S(=O)(=O)c2ccc3c(c2)N(CC(=O)NCCCN2CCCC(C)C2)C(=O)CO3)CC1 (stereo not given)
→ 1.2 | -2 | 0.4 | 3 | 0.2 | 0.9 | -6 | 2 | -0.7 | -1 | -1.1
COc1cc(NC(=O)c2cc(=O)[nH]c3ccc(S(=O)(=O)N4CCOCC4)cc23)cc(OC)c1
→ 0.3 | 1 | 0.0 | 0 | 0.2 | -0.4 | -8 | -4 | 0.2 | -1 | -1.0
O=C(NCCNC(=O)c1ccc(Br)o1)c1cccnc1
→ 0.7 | -2 | 1.9 | 2 | -1.3 | -0.1 | 7 | 0 | 0.6 | -10 | -1.0
CCOC(=O)c1c(NC(=O)CSc2nnc(-c3c[nH]c4ccccc34)n2CC)sc2c1CCCC2
→ 0.3 | 3 | 1.3 | -4 | 1.9 | 0.2 | 2 | 0 | -1.7 | -8 | -0.9
CC(NC(=O)C1=CC=CN2CCS(=O)(=O)N=C12)c1ccc(Cl)cc1Cl (stereo not given)
→ 0.6 | 5 | 0.1 | -1 | -0.3 | -1.2 | -5 | -1 | -0.8 | -390 | -1.4
CC(=O)Nc1ccc(NC(=O)C(C)OC(=O)c2cc(S(=O)(=O)N(C)C)ccc2N2CCCC2)cc1 (stereo not given)
→ -1.2 | 3 | 1.2 | 1 | 0.3 | -1.3 | -5 | -1 | -1.1 | -10 | -0.7
CCN1CCc2nc(NC(=O)C(c3ccccc3)c3ccccc3)sc2C1
→ -0.1 | -1 | -1.1 | -5 | 0.1 | 0.1 | -5 | 1 | -2.5 | -43 | -1.5
CCC(=O)N(Cc1cc2ccccc2[nH]c1=O)c1ccccc1OC
→ 0.4 | -6 | -1.0 | -8 | -0.3 | -0.6 | 6 | 1 | -0.1 | 5 | -0.5
CN(CC(=O)Nc1ccccc1Cl)C(=O)CSc1nnc(N)s1
→ -0.5 | 1 | -1.1 | -1 | -0.8 | -1.4 | 0 | 3 | -1.7 | 2 | -0.8
O=C(O)CCc1nn2cnc3sc4c(c3c2nc1=O)CCCC4
→ -0.3 | -3 | -1.4 | -3 | 0.3 | -2.1 | 1 | 0 | 0.5 | -16 | -2.0
O=C(Nc1ccccc1)C1=C[C@H](c2ccc3c(c2)OCO3)C[C@H](OCc2ccc(CO)cc2)O1
→ 1.0 | 4 | 2.6 | -2 | 0.1 | -1.4 | -19 | 3 | 2.7 | -4 | -0.9
NC(=S)Nc1ccc(F)c(F)c1F
→ 0.5 | 2 | 1.2 | 0 | -0.3 | 0.7 | 7 | 3 | 3.0 | 4 | -1.0
N#C/C(=N\Nc1ccc([N+](=O)[O-])cc1)C(N)=S
→ 0.6 | 2 | -3.2 | -1 | -0.9 | -0.1 | 18 | -2 | 2.9 | 20* | -1.5
COc1cc(/C=N/NC(=S)NC2CC3C=CC2C3)cc(OC)c1OC (stereo not given)
→ · | 6 | 3.3 | 3 | -0.7 | -2.5 | 12 | -3 | -2.7 | 7 | -2.1
CC1=C(C(=O)N2CCOCC2)C(c2ccc(O)cc2)NC(=S)N1 (stereo not given)
→ 2.0 | 41* | 2.4 | 32 | 1.4 | 1.4 | 7 | -5 | -2.7 | 7 | -1.1
O=C(NCC(c1ccco1)N1CCN(c2ccccc2F)CC1)c1cccs1 (stereo not given)
→ -0.6 | -4 | 0.2 | 2 | 1.6 | -1.6 | -8 | -1 | -4.0 | -2 | -0.2
CCSC1=NCN(CCCC(=O)O)CN1
→ -1.6 | 6 | -0.2 | 2 | 0.1 | 0.3 | -1 | -1 | 0.4 | -4 | -0.5
Cc1cc(NC(=O)C2CC(c3c(F)cccc3Cl)=NO2)n(-c2ccccc2)n1 (stereo not given)
→ -3.0 | -2 | -0.7 | 1 | -0.7 | -1.4 | -5 | -1 | 1.3 | -2 | -1.7
CC(OC(=O)c1ccccc1NCCO)C(=O)Nc1ccnn1C(C)C (stereo not given)
→ 0.8 | 7 | 0.7 | -1 | 0.5 | -1.6 | 1 | 0 | 0.2 | i | -0.7
CC1(C(=O)Nc2ccc3c(c2)OCCO3)CN(S(C)(=O)=O)CC(=O)N1CCc1ccccc1 (stereo not given)
→ · | -13 | · | -6 | -0.3 | -1.1 | -8 | -5 | -0.8 | -4 | -0.8
O=C(c1ccc(Cl)cc1)N(Cc1cccs1)C1CCS(=O)(=O)C1 (stereo not given)
→ 1.3 | -14 | -1.1 | -17 | -0.2 | -1.2 | 1 | 1 | -0.7 | -5 | -1.1
COCCN1C[C@@H](CO)O[C@@H](n2cnc3c(N4CCN(CCO)CC4)ncnc32)C1
→ · | 6 | 2.9 | 2 | 0.7 | 3.0 | 2 | 0 | 6.5 | -7 | -0.9
Cc1cc(C)c(NC(=O)CSc2nnc(CNC(=O)c3c(F)cccc3Cl)o2)c(C)c1
→ 0.0 | 5 | -1.9 | 0 | 0.1 | -1.5 | 0 | -2 | 2.1 | 10 | -1.2
O=C1C2CCCCN2C(=O)N1CCCCN1CCN(c2cccc(Cl)c2)CC1 (stereo not given)
→ -0.1 | 2 | 1.7 | 3 | 0.1 | 0.1 | 1 | -2 | -1.1 | -2 | -0.2
Cc1cc(-c2ccccc2)n[nH]1
→ 4.2 | 5 | 2.5 | 5 | -1.2 | -0.4 | 0 | 4 | 1.8 | -8 | -1.2
CCOc1ccc(CCN2C(=S)N([C@@H](CC(C)C)CN3CCC[C@@H]3CN3C(=S)NC[C@@H]3Cc3ccc(O)cc3)C[C@@H]2Cc2ccc(O)cc2)cc1
→ · | 7 | · | -3 | -0.9 | -1.8 | -21 | 0 | 3.4 | 0 | -0.2
N=C(N)c1ccc(Cl)cc1
→ 0.1 | -3 | 0.8 | -5 | -0.2 | -1.1 | 1 | -1 | -3.9 | 1 | -0.9
Cc1nn2c3c(cnc2c1-c1ccccc1)C(=O)CCC3
→ 0.1 | -8 | -1.9 | 6 | 0.9 | -0.4 | -2 | -3 | -0.6 | 1 | -0.5
O=S(=O)(c1ccc2ccccc2c1)N1CCN(Cc2ccccn2)CC1
→ -0.2 | 4 | 0.5 | 1 | -0.1 | -1.8 | -2 | 2 | 0.3 | -1 | 0.0
CCCC(C)(C)C(=O)N1CCC1(C)C(=O)NS(=O)(=O)c1ccccc1Cl (stereo not given)
→ · | 7 | -0.5 | -1 | 0.9 | 0.5 | 4 | -2 | -1.1 | -16 | -1.1
CC1CCCC(C)N1CC(O)COCc1ccccc1F (stereo not given)
→ 1.1 | 8 | 2.1 | 0 | 0.0 | 0.3 | -3 | -1 | -1.5 | -3 | -0.8
COc1ccc(NC(=O)C2CCCC2)cc1S(=O)(=O)N1CCOCC1
→ 0.1 | 1 | -0.7 | 1 | 0.8 | 0.3 | 11 | 0 | 1.9 | -2 | -1.1
CCCNC(=S)N1CCC(c2nc3cc(C)c(C)cc3[nH]2)CC1
→ -1.0 | -2 | 2.8 | 1 | -0.2 | -0.4 | 11 | 0 | -1.0 | -2 | -0.9
CCN(C1CCS(=O)(=O)C1)S(=O)(=O)c1cc(C)ccc1C (stereo not given)
→ 1.1 | 2 | -1.9 | -1 | 0.6 | -1.8 | 7 | 0 | -1.4 | -9 | -1.3
COc1ccc(/C=C(\NC(=O)c2cccs2)C(=O)N2CCOCC2)cc1OC
→ -0.6 | 0 | 2.7 | 5 | -0.2 | 2.0 | 5 | -1 | -1.2 | 7 | -0.4
CCOC(=O)c1c(C)nc2c(c1C)c(=O)oc1ccccc12
→ -0.9 | -3 | 0.4 | -1 | 0.3 | -0.1 | 3 | -1 | -0.2 | -8 | -0.8
O=C(Cn1nnc(-c2ccccc2)n1)OCc1csc(-c2ccccc2)n1
→ 0.1 | -6 | 0.3 | 6 | -0.4 | 0.4 | 1 | 0 | 1.9 | -2 | -1.0
CC(Sc1ncnc2sc(-c3ccccc3)cc12)C(N)=O (stereo not given)
→ 1.4 | 4 | 3.8 | -5 | 1.4 | -0.3 | -1 | 4 | -0.1 | -15 | -1.5
CC(=O)c1ccc(NC(=O)C2CCN(S(=O)(=O)c3cccs3)CC2)cc1
→ 1.6 | 3 | 3.9 | 2 | 1.3 | 1.6 | 9 | 3 | 5.2 | 7 | -1.2
CCCNC(=O)c1cc(C2CCCN(S(=O)(=O)c3cccc4cccnc34)C2)on1 (stereo not given)
→ · | 3 | 2.4 | -4 | -1.5 | -1.2 | -4 | 2 | -2.2 | -3 | -1.0
CN(C(=O)CN1C(=O)C2C3CC(C(Br)C3Br)C2C1=O)C1CCCCC1 (stereo not given)
→ -0.2 | 2 | 0.1 | -1 | 0.0 | 1.5 | -3 | 1 | -1.9 | 3 | -1.2

Some of these compounds in order of the DAX1 inh-1 value, ascending.
SMILES,DAX1 inh-1
CN(C)S(=O)(=O)c1ccc(C(=O)NCC2(N3CCOCC3)CCCCC2)cc1,0.0
COc1ccc(NC(=O)C2CCCC2)cc1S(=O)(=O)N1CCOCC1,0.1
CCC(=O)N(Cc1cc2ccccc2[nH]c1=O)c1ccccc1OC,0.4

The list continues.
Order of values – DAX1 inh-1 | GC-B act | GAA850 FXN act | NPR1 activator | DAX1 inh-2 | hcDAF-12 act | HGIII-sPLA2 inh | SMARCA2 act | hgDAF12 agonist | ADAM10 inh | ssDAF12 agonist
CCN(CC(=O)Nc1cc(Cl)cc(Cl)c1)CC(=O)NC1CCS(=O)(=O)C1 (stereo not given)
→ 0.0 | -5 | 0.8 | 0 | -0.8 | -1.3 | 9 | -2 | 1.7 | -16 | -1.0
Cc1noc(C)c1S(=O)(=O)N(C)C[C@H]1OCc2cnnn2CCCC(=O)N([C@H](C)CO)C[C@H]1C
→ 1.2 | -2 | -1.7 | 1 | -0.1 | -1.1 | -2 | 0 | 0.6 | 1 | -1.4
Cc1ccc(NC(=O)COn2nnc3ccc(S(=O)(=O)N(C)C)cc32)cc1F
→ -0.3 | 1 | -0.6 | 1 | -1.4 | -2.5 | -29 | -2 | -1.3 | 0 | -1.1
CN(CC1COc2ccccc2O1)C(=S)Nc1ccccc1 (stereo not given)
→ -0.8 | 1 | 3.4 | 4 | -0.4 | -1.5 | 4 | 1 | -0.7 | 4 | -1.0
